Source: PubChem
TLR9-MyD88 block = blocks human TLR9 binding to MyD88. Q9NR96+Q99836. CHO BLA complementation TLR9-MyD88, CCF4 FRET ratio. inhibition, % at 4.98 µM. 0.21% of 340,000 active. AID 504734;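 active = inhibition above the mean over all tested compounds plus 3 SD, cut at about 21% in these data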;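 also: 0% = DMSO only wells and 100% = clavulanate BLA inhibitor control wells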
NCOA3 inh = inhibits human SRC3 coactivator; inhibition, % at 3.6 µM; HEK293 GAL4-SRC3 luciferase reporter, luminescence; 0.17% of 360,000 active;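 active = inhibition above a per-campaign cutoff, the mean of all compounds plus 3 SD, cut at about 60% in these data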;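 also: 0% = DMSO-treated cells and 100% = gossypol-treated cells at 36 µM; higher means less SRC3-driven luciferase light from the GAL4 reporter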
NOD2-RIPK2 inh = inhibitors of human NOD2-RIPK2 interaction; O43353; CHO BLA complementation NOD2-RIPK2, CCF4 ratio; inhibition, % at 4.98 µM; 0.38% of 360,000 active; AID 624267; in the data active = inhibition above about 21%;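 also: 0% = vehicle only and 100% = reference blocker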
NCOA1 inh = human NCOA1 inhibition; Q15788; HEK293 GAL4-SRC1 luciferase reporter, luminescence; inhibition, % at 3.6 µM; 0.12% of 360,000 active;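 active = inhibition above the campaign mean plus 3 SD, with each screening campaign given its own cutoff, cut at about 60% in these data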;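 also: 0% = DMSO treated cells and 100% = gossypol at 36 µM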
NCOA2 inhibitor = inhibits human steroid receptor coactivator 2. HEK293 GAL4-SRC2 luciferase reporter, luminescence. inhibition, % at 9 µM. 0.17% of 370,000 active. Q15596;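 active = inhibition above the mean inhibition of all tested compounds plus 3 SD, set per campaign, cut at about 52% in these data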;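 also: 0% = DMSO treated cells and 100% = cells given Gossypol at 36 µM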
LMP1 NFkB inh = Epstein-Barr LMP1 NF-kappaB reporter inhibition; LMP1-induced NF-kappaB luciferase reporter cells, luminescence; inhibition, % at 12.5 µM; 0.69% of 350,000 active; AID 504558; in the data active = inhibition above about 41%;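 also: 0% = neutral control wells and 100% = reference inhibitor control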
TRAIL sens C8 = sensitizes caspase-8 expressing cells to TRAIL | inhibition (viability loss, TRAIL sensitization), % at 10 µM | AID 624354 | 1% of 360,000 active | NB7+C8 cells + TRAIL, ATPlite viability luminescence;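 active = compounds causing at least 50% loss of cell viability in the single-dose screen, relative to plate controls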
NR5A2 inv ag = suppresses constitutive activity of human LRH-1 | HEK293T StAR-luciferase reporter, LRH-1 transfected, 24 h | inhibition, % at 3.6 µM | 0.13% of 360,000 active | AID 602396;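 active = inhibition above the mean inhibition of all tested compounds plus 3 SD, cut at about 73% in these data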;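 also: 0% = DMSO wells and 100% = reporter-only cells lacking LRH-1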
Target sequence (O00482 whole entry, looked up): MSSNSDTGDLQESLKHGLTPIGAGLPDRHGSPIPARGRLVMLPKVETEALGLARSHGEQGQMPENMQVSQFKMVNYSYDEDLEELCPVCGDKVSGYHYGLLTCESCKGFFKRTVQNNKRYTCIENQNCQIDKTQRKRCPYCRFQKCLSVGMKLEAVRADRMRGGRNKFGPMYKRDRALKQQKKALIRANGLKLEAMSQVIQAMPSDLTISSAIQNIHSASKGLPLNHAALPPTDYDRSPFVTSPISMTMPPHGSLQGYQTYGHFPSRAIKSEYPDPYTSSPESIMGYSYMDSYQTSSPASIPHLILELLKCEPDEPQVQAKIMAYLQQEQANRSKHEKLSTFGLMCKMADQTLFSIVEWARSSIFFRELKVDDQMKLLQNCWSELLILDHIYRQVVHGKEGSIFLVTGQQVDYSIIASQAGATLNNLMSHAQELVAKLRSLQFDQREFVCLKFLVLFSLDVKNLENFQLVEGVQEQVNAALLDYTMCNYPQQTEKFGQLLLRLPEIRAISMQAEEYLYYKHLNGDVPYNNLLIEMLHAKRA
Vif inh = inhibitors of HIV Vif; HEK293T cells, Vif self-association by quenched fluorescence, imaging, 24 h; AID 602346; 0.35% of 340,000 active; inhibition, % at 7.49 µM; in the data active = inhibition above about 50%, passing the limit was not always enough; also: some results filed as inactive read as strong as hits
TROY signal inh = blocks TROY-dependent signaling in reporter cells; Q293 LMP1-TROYcd NF-kB luciferase reporter, 4 h; inhibition, % at 10 µM; 0.98% of 360,000 active;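 active = compounds whose plate-normalised and pattern-corrected inhibition of the luciferase reporter signal at the single screening dose is 50% or more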
NR2F2 inh = blocks human COUP-TFII nuclear receptor. P24468. HEK293T NGFI-A luciferase reporter, luminescence. inhibition, % at 8.6 µM. 0.7% of 370,000 active;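 active = inhibition above a per-plate cutoff, mean inhibition of test wells between control levels plus 3 SD, cut at about 38% in these data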;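 also: cells cotransfected with COUP-TFII expression vector driving the NGFI-A reporter; 0% = median of COUP-TF2 test wells and 100% = reporter-only cells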
Target sequence (P24468 whole entry, looked up): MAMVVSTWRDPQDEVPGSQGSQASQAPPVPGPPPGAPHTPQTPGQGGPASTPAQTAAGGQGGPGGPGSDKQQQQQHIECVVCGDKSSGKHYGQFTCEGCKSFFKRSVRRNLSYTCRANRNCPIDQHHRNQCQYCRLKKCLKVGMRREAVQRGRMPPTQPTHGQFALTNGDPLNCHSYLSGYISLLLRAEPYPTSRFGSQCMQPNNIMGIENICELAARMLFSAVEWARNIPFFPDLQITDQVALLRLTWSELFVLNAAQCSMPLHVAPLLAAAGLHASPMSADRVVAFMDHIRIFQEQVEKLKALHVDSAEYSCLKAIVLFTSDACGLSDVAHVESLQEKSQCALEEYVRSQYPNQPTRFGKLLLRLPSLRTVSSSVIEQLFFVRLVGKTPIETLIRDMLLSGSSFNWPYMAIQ
Numbers without * were called inactive; · = not tested or not shown.

Below each SMILES – TLR9-MyD88 block	NCOA3 inh	NOD2-RIPK2 inh	NCOA1 inh	NCOA2 inhibitor	LMP1 NFkB inh	TRAIL sens C8	NR5A2 inv ag	Vif inh	TROY signal inh	NR2F2 inh
> COc1ccc(CCNC(C)=O)cc1
  5	-24	-3	12	5	-7	6	15	·	-2	-11
> O=C(Nc1ccccc1)c1cc(S(=O)(=O)N2CCSCC2)ccc1Cl
  -14	8	-1	6	-7	8	-8	6	-2	-2	13
> O=C(NCCN1C(=O)S/C(=C\c2ccc(OC(F)F)cc2)C1=O)C1=COCCO1
  -6	-9	3	-19	·	-14	25	-11	-15	7	·
> CC1Sc2ccc(S(=O)(=O)CCC(=O)N3CCCC3)cc2NC1=O (stereo not drawn)
  -3	-22	-7	-9	-16	-3	-8	-11	2	-5	-3
> Cc1nccn1CC(=O)c1ccccc1
  -11	1	2	5	-16	-29	-13	20	-10	2	-10
> CC(=O)c1c(C)[nH]c(C(=O)NCc2ccc(C)cc2)c1C
  -1	10	-3	4	10	5	15	-2	1	-5	-11
> Cc1ccc(NCC(=O)N=Nc2c(O)n(C)c3ccccc23)cc1
  -4	-17	4	-34	-6	-14	9	-25	-6	-66	-7
> CC1=C(C(N)=O)C(c2cccs2)NC(=S)N1 (stereo not drawn)
  3	-26	-9	2	1	0	-8	-15	1	-1	4
> CC(C)c1ccc2oc(=O)cc(CN3CCCCC3)c2c1
  3	0	-8	-5	-4	-13	-15	15	-6	-2	12
> Cc1ccc(N(CC(=O)NCCc2ccc(F)cc2)S(=O)(=O)c2ccc(Cl)c([N+](=O)[O-])c2)c(C)c1
  2	15	16	13	27	3	8	-5	0	22	8
> Cc1ccc(S(=O)(=O)c2nc(S(C)(=O)=O)sc2N2CCN(C)CC2)cc1
  -9	32	-4	1	18	6	-3	-12	-5	4	18
> CC(C)CCNC(=O)c1ccc(C2SCC(=O)N2Cc2ccco2)cc1 (stereo not drawn)
  6	7	-9	0	-4	8	10	1	-4	21	16
> O=C(N/N=C/c1cc(Cl)ccc1O)c1ccncc1
  17	41	-4	22	15	-2	22	10	-1	-10	-16
> O=C(Nc1cccc(C(=O)Nc2ccccc2C(=O)O)c1)c1cccc(Cl)c1
  7	-2	-21	-3	-7	5	3	0	-15	39	-2
> Cc1cc(C)cc(-n2c(C)cc(C=C(C#N)C#N)c2C)c1
  -6	14	-2	-4	5	-3	-13	10	-12	-3	20
> O=C(C[C@H]1CC[C@H]2[C@@H](COC[C@@H](O)CN2Cc2cc(F)ccc2F)O1)NCc1ccc(Cl)cc1
  ·	·	-4	·	-7	·	4	1	·	·	-11
> Cn1c(=O)cc(OCCCC(=O)Nc2ccc3c(c2)OCCO3)c2ccccc21
  -8	7	-1	-19	-31	2	-10	6	2	-17	-19
> c1ccc(CSc2ncnc3c2sc2nc(N4CCOCC4)c4c(c23)CCCC4)cc1
  -9	1	-10	-1	-9	7	-12	-8	-2	60*	-19
> CN(Cc1ccccc1)C(=O)c1[nH]cnc1C(=O)N[C@@H](Cc1ccccc1)C(=O)OC(C)(C)C
  2	-2	10	2	-24	-8	-3	8	-2	-13	13
> O=C(O)c1ccccc1NC(=O)C1CCN(S(=O)(=O)c2ccc3c(c2)OCCO3)CC1
  1	5	-22	-38	-25	8	5	-6	-2	3	-4
> Cc1ccc(-c2nn(-c3cccc(F)c3)cc2CNCCc2ccncc2)o1
  4	-15	6	-9	-3	-5	-16	-14	-6	0	-8
> COc1cc(Br)c(C2C(C#N)=C(N)Oc3n[nH]c(-c4cccnc4)c32)cc1OC (stereo not drawn)
  2	5	-3	9	13	11	-3	16	12	6	14
> O=C(O)CCCN1C(=O)NC2NC(=O)NC21 (stereo not drawn)
  -2	-7	-27	8	3	-1	-3	-5	2	3	4
> O=C(CN(c1cccc([N+](=O)[O-])c1)S(=O)(=O)c1ccccc1)NCc1cccnc1
  -3	1	-5	-28	0	-7	-20	-4	21	-10	18
> O=C(NCc1cccnc1)c1ccc(S(=O)(=O)N2CCOCC2)cc1
  1	8	1	-6	9	0	12	1	-3	-2	11
> CCOc1ccc(NC(=S)Nc2cccnc2)cc1
  0	8	-1	8	-13	-2	-3	-1	9	-7	-6
> COCCCN1C(=O)C(CC(=O)NC2CCCCC2)CC(C(=O)N2CCOCC2)=C1C (stereo not drawn)
  -1	-20	-3	-10	1	0	5	7	-4	-11	6
> O=C(CSc1nnnn1-c1cccc(F)c1)NC1CC1
  7	-16	-6	14	-20	-6	-3	27	13	0	-18
> CCC(=O)Nc1cccc(-n2nnnc2SCC(=O)N2CCCCC2)c1
  5	-17	-7	-21	9	-2	-6	-38	-8	-16	-12
> Cc1cc(C(=O)NNC(=S)Nc2ccccc2)nn1C
  ·	-38	-9	-89	-16	-11	-25	-125	0	-56	-36
> CC(=O)c1cccc(NC(=O)COC(=O)c2cccs2)c1
  -7	10	-15	2	11	-15	-7	1	-11	-60	-11
> COc1ccc(-n2c(SCCNCCO)nc3sc4c(c3c2=O)CCCC4)cc1
  0	16	-12	22	-7	-4	20	-14	0	1	-4
> COc1ccc(CCNC(=O)CSc2nn(-c3ccccc3)c(=S)s2)cc1
  5	1	-8	-14	11	-5	-18	22	-1	10	-2
> CC(C)=C1SC(N2CCCCC2)=NC1=O
  -13	-35	-9	-16	7	0	3	-24	7	-1	-4
> CC(C)(C)NC(=O)C(c1ccc(OCC(N)=O)cc1)N(C(=O)c1cccnc1)C1CC1 (stereo not drawn)
  -2	1	-17	-11	-46	3	6	-3	17	1	-4
> CC(=O)Nc1ccc(S(=O)(=O)NC(C)C(=O)NCCc2ccc(F)cc2)cc1 (stereo not drawn)
  4	20	5	2	-19	-6	-1	6	-2	-14	8
> O=C(CCc1ccc(S(=O)(=O)NCc2ccccc2)cc1)NCC1CCCO1 (stereo not drawn)
  0	23	-7	3	4	3	10	12	2	-4	-9
> Cc1nn(CC(=O)NCCCN2CCN(C)CC2)c(=O)c2cc(-c3ccccc3)nn12
  2	-5	-2	10	-4	4	-14	4	-5	-2	-10
> C[C@]12c3[nH]c4ccccc4c3CCN1C(=O)C(CC(=O)NCc1cccc(C(F)(F)F)c1)C[C@@H]2C(=O)N1CCOCC1 (stereo partly drawn)
  -5	-6	-20	2	-3	6	9	3	·	-9	0
> Cc1cccc(NCC(=O)N/N=C/c2cccc(Br)c2)c1
  8	13	-1	17	16	3	0	6	5	4	19
> O=C(COC(=O)c1ccco1)NNC(=O)c1ccc(Cl)cc1
  3	-1	4	-3	10	5	-1	-6	15	0	11
> COc1cc(NC(=O)CN2C(=O)CN(C)C2=O)c(C)cc1[N+](=O)[O-]
  -6	6	-1	-6	-32	-1	-14	24	-9	-3	6
> COc1cc(C(=O)OCCNC(=O)c2ccncc2)cc(OC)c1OC
  4	-5	-2	1	-10	-12	7	4	-5	7	6
> CCN1C(=O)CC(N2CCC(C(=O)OC)CC2)C1=O (stereo not drawn)
  -11	14	-9	-12	-3	-4	-16	9	-7	-7	-3
> CN(C)S(=O)(=O)c1cccc(C(=O)Nc2ccc3c(c2)CCC3)c1
  -7	-75	0	-122	-20	-30	17	-173	-13	20	-27
> CN(C)c1ccc(C#Cc2ccc3cc(CCO)oc(=O)c3c2)cc1
  -1	-130	6	-111	·	-26	38	-20	0	-25	·
> CSc1ncccc1C(=O)N1CCN(S(=O)(=O)c2ccc3c(c2)OCCO3)CC1
  -5	-2	-7	12	25	-7	-2	-1	0	-9	-10
> CCOC(=O)c1c(C)[nH]c(C(=O)COC(=O)/C=C/c2ccc(OC(F)F)cc2)c1C
  -2	11	-7	-6	-5	-12	9	15	-11	7	2

Given in markdown: part of the list above.
| compound | TLR9-MyD88 block | NCOA3 inh | NOD2-RIPK2 inh | NCOA1 inh | NCOA2 inhibitor | LMP1 NFkB inh | TRAIL sens C8 | NR5A2 inv ag | Vif inh | TROY signal inh | NR2F2 inh |
| --- | --- | --- | --- | --- | --- | --- | --- | --- | --- | --- | --- |
| Cc1cccc(NCC(=O)N/N=C/c2cccc(Br)c2)c1 | 8 | 13 | -1 | 17 | 16 | 3 | 0 | 6 | 5 | 4 | 19 |
| O=C(COC(=O)c1ccco1)NNC(=O)c1ccc(Cl)cc1 | 3 | -1 | 4 | -3 | 10 | 5 | -1 | -6 | 15 | 0 | 11 |
| COc1cc(NC(=O)CN2C(=O)CN(C)C2=O)c(C)cc1[N+](=O)[O-] | -6 | 6 | -1 | -6 | -32 | -1 | -14 | 24 | -9 | -3 | 6 |
| COc1cc(C(=O)OCCNC(=O)c2ccncc2)cc(OC)c1OC | 4 | -5 | -2 | 1 | -10 | -12 | 7 | 4 | -5 | 7 | 6 |
| CCN1C(=O)CC(N2CCC(C(=O)OC)CC2)C1=O (stereo not drawn) | -11 | 14 | -9 | -12 | -3 | -4 | -16 | 9 | -7 | -7 | -3 |
| CN(C)S(=O)(=O)c1cccc(C(=O)Nc2ccc3c(c2)CCC3)c1 | -7 | -75 | 0 | -122 | -20 | -30 | 17 | -173 | -13 | 20 | -27 |
| CN(C)c1ccc(C#Cc2ccc3cc(CCO)oc(=O)c3c2)cc1 | -1 | -130 | 6 | -111 | · | -26 | 38 | -20 | 0 | -25 | · |
| CSc1ncccc1C(=O)N1CCN(S(=O)(=O)c2ccc3c(c2)OCCO3)CC1 | -5 | -2 | -7 | 12 | 25 | -7 | -2 | -1 | 0 | -9 | -10 |
| CCOC(=O)c1c(C)[nH]c(C(=O)COC(=O)/C=C/c2ccc(OC(F)F)cc2)c1C | -2 | 11 | -7 | -6 | -5 | -12 | 9 | 15 | -11 | 7 | 2 |

Not all compounds are listed; rates above refer to the full screens.
